WT yeast gro inh = growth inhibition of WT yeast, mitochondrial fusion screen. mitochondrial fusion phenotypic screen, WT strain. inhibition, % at 10 µM. 2.1% of 190,000 active. AID 1362; in the data active = inhibition above about 58%; tested in S. cerevisiae
Autophagy HCS = alters autophagy in cells | MEF GFP-LC3 puncta imaging; test concentration mostly 10 µM | calls only at 10 µM (by protocol) | 0.98% of 190,000 active | AID 463193;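 active = percentage of spot-positive cells more than 3 SD above its plate mean, without a fluorescence outlier flag or 80% toxicity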;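 also: spot-positive cell cutoff set from DMSO-treated cells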
b-catenin transl = modulators of beta-catenin nuclear translocation; 0.3% of 190,000 active; HeLa beta-catenin nuclear translocation, immunofluorescence imaging; nuclear translocation activity, % at 5 µM;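 active = nuclear translocation activity above 50% at 5 µM, with a well cell count of 50 or more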;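 also: per-cell ratio of nuclear to cytoplasmic median beta-catenin stain intensity; plate controls were DMSO negative control for no effect and GSK-3 inhibitor IX positive control for full effect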
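Assay system: human HeLa cells, native beta-catenin; doses: 5 µM primary, 0.02–20 µM confirmation; incubation: compound treatment 24 h, 37°C, 5% CO2; technique: fluorescence imaging of beta-catenin antibody stain plus DAPI; measure: % activation, nuclear-to-cytoplasmic median beta-catenin signal ratio per cell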
XIAP displacement = small molecules displacing peptide from XIAP – biochemical, IAP family, fluorescence polarization (AID 1018). XIAP BIR domain, fluorescence polarization peptide displacement; higher % means a stronger effect. displacement, % at 20 µM, or IC50 in µM where a hit was titrated. 0.007% of 200,000 active; in the data active = displacement above about 50%; also: a part of the inactive calls stands beside numbers as strong as those of hits
MT stabilizer = microtubule stabilizers in HeLa cells | 0.83% of 200,000 active | HeLa tubulin immunostaining HCS, 24 h; share of cells brighter than vehicle mean+2SD | % tubulin-high responders, % at 10 µM;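 active = plate Z-score above 3 for both tubulin-high and condensed-nucleus cell shares, with cell loss under 80%, at 10 µM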;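 also: anti alpha tubulin signal scored within the nucleus-defined area of each cell; some results filed as inactive read as strong as hits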
ER stress rescue = protection against thapsigargin-triggered cell killing – 384-well, CSM14.1, ATP luminescence, primary screen (AID 1222); CSM14.1 thapsigargin-induced death rescue, ATP luminescence; higher % means a stronger effect; cellular ATP content (survival), % at 20 µM, or EC50 in µM where a hit was titrated; 190,000 tested, under 10 active;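 active = EC50 below 50 µM in the dose-response confirmation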;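 also: death triggered by thapsigargin at about 15 µM added after 2 h compound pretreatment; cell ATP read after overnight thapsigargin exposure of roughly 18 to 22 hours; normalized against plate controls of thapsigargin alone and 5% DMSO vehicle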
Dynein transport = blocks dynein driven cargo transport along microtubules | z-score, hits read low | AID 1381 | 3617.4 mouse cells, GR-EGFP nuclear translocation imaging; test concentration mostly 20 µM; stimulated with dexamethasone, 1 µM; hits give low values | 0.47% of 220,000 active;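 active = plate z-score of nuclear minus cytoplasmic receptor signal below a set negative limit, without overly bright fluorescence or cell loss, cut at about -3.5 in these data, passing the limit was not always enough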;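 also: z-score of nuclear minus cytoplasmic ring GR-EGFP intensity difference per well; some compounds called inactive have numbers as strong as hits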
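medium = tetracycline-free induction medium containing charcoal-stripped FBS | probe or stimulus = dexamethasone, 1.0 µM final | timing = 48 h induction, then 1 h compound, then 30 min agonist, 37 °C | detection = automated 10x imaging of fixed Hoechst-stained cells | read-out basis = nuclear versus cytoplasmic GR-EGFP signal, averaged per well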
Ins promoter up = MIN6 insulin promoter up-regulation; MIN6 insulin promoter-GFP reporter, high-content imaging; hits give high values; z-score at 5 µM; 0.3% of 190,000 active; AID 1625;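 active = z-score above 3 at 5 µM with at least 500 cells counted in the well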
Hep lipid drop = modulators of hepatic lipid droplet formation; 0.4% of 240,000 active; AID 1656; AML12 mouse hepatocytes, oleate lipid droplets, BODIPY imaging; inhibition, % at 6.5 µM;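 active = lipid droplet intensity inhibited by at least 50%, with more than 500 cells counted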
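System: AML12 hepatocytes (mouse). Probe or stimulus: oleic acid at 100 µM to induce lipid droplet formation. Times: overnight treatment with compound plus oleate. Detection: Image-based BODIPY and DAPI two-channel analysis. Evaluation: percent inhibition of filter-corrected integrated lipid droplet intensity per well.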
WT yeast gro inh mutant strain = further read-out of WT yeast gro inh, marked with its call; inhibition, %; mitochondrial fusion phenotypic screen, mutant strain inhibition
Dynein transport cytoplasmic EGFP = also measured in Dynein transport; calls as there; z-score; measured here: cytoplasmic GR-EGFP intensity; hits give high values
Dynein transport nuclear GR-EGFP = recorded beside Dynein transport, whose call it bears; z-score; measured here: nuclear GR-EGFP intensity;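 lower value marks the stronger effect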
Dynein transport cell count = also measured in Dynein transport; calls as there; z-score; measured here: cell count per field
Ins promoter up cell count = second read-out of Ins promoter up, no call of its own (marks repeat the call); cell count; measured here: cytotoxicity, nuclei count;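 total cells summed across four imaged fields per well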
Hep lipid drop cells 6.5 µM = recorded beside Hep lipid drop, whose call it bears; cell count; measured here: cell count, cytotoxicity flag;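 cells counted across two imaged fields per well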
b-catenin transl cell count 5 µM = further read-out of b-catenin transl, marked with its call; cell count; measured here: cell count, cytotoxicity flag
MT stabilizer Hoechst-high % = also measured in MT stabilizer; calls as there; % Hoechst-high responders; measured here: nuclear condensation Hoechst responders;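 share of cells brighter than vehicle mean plus two SD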
MT stabilizer cytotoxicity % = further read-out of MT stabilizer, marked with its call; toxicity, %; measured here: cytotoxicity by cell density;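 0% = mean cell density of plate MIN control wells and 100% = no cells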
Autophagy HCS cell loss 18 h = recorded beside Autophagy HCS, whose call it bears; toxicity, %; measured here: cell loss, nuclei count;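 cell loss after 18 h compound exposure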
Starred values were filed as active, the others as inactive.

Screening CCCCOc1ccc(C(=O)N/C(=C\c2cccc([N+](=O)[O-])c2)C(=O)OCCC)cc1 returned WT yeast gro inh 22, Autophagy HCS inactive, b-catenin transl -0.7, XIAP displacement -10%, MT stabilizer 3.8, ER stress rescue -0.4%, Dynein transport -0.4, Ins promoter up 0.56, WT yeast gro inh mutant strain -4, Dynein transport cytoplasmic EGFP 0.098, Dynein transport nuclear GR-EGFP 0.56, Dynein transport cell count 1.2, Ins promoter up cell count 1302, b-catenin transl cell count 5 µM 1488, MT stabilizer Hoechst-high % 2.0, MT stabilizer cytotoxicity % 6.0 and Autophagy HCS cell loss 18 h 9.
O=C1CC(NNc2ccccc2)C(=O)N1c1ccc(N2CCCCC2)cc1 (stereo not drawn) was read as WT yeast gro inh 20, Autophagy HCS inactive, b-catenin transl 0.3, XIAP displacement -4.1%, MT stabilizer 1.6, ER stress rescue 0.4%, Dynein transport -0.73, Ins promoter up 0.56, Hep lipid drop -22, WT yeast gro inh mutant strain -1, Dynein transport cytoplasmic EGFP -0.24, Dynein transport nuclear GR-EGFP 0.25, Dynein transport cell count -0.039, Ins promoter up cell count 1567, Hep lipid drop cells 6.5 µM 656, b-catenin transl cell count 5 µM 937, MT stabilizer Hoechst-high % 1.5, MT stabilizer cytotoxicity % 6.5 and Autophagy HCS cell loss 18 h 1.
Screening O=C(Nc1ccccc1)c1cccc(S(=O)(=O)N2CCCCC2)c1 returned WT yeast gro inh -10, Autophagy HCS inactive, b-catenin transl 4.2, XIAP displacement -3.8%, MT stabilizer 5.4, ER stress rescue -0.1%, Dynein transport 0.27, Ins promoter up -1.3, WT yeast gro inh mutant strain 13, Dynein transport cytoplasmic EGFP -0.23, Dynein transport nuclear GR-EGFP -0.5, Dynein transport cell count -0.44, Ins promoter up cell count 1532, b-catenin transl cell count 5 µM 1224, MT stabilizer Hoechst-high % 1.7, MT stabilizer cytotoxicity % 2.4 and Autophagy HCS cell loss 18 h 2.
`Oc1[nH]c2ccccc2c1C1=NCCCC1` gave WT yeast gro inh 5, Autophagy HCS inactive, b-catenin transl -1.3, XIAP displacement -7.0%, MT stabilizer 7.8, ER stress rescue 0.0%, Dynein transport -0.17, Ins promoter up 0.86, WT yeast gro inh mutant strain -3, Dynein transport cytoplasmic EGFP -0.19, Dynein transport nuclear GR-EGFP 0.46, Dynein transport cell count -0.48, Ins promoter up cell count 1031, b-catenin transl cell count 5 µM 1180, MT stabilizer Hoechst-high % 2.3, MT stabilizer cytotoxicity % 8.5 and Autophagy HCS cell loss 18 h 7.
Screening CC(=O)/C(C[N+]1(C)CCCCC1)=N\O returned WT yeast gro inh -5, Autophagy HCS inactive, XIAP displacement -3.7%, MT stabilizer 4.8, Dynein transport 1.5, Ins promoter up -0.06, Hep lipid drop 2, WT yeast gro inh mutant strain -42, Dynein transport cytoplasmic EGFP -0.29, Dynein transport nuclear GR-EGFP -0.15, Dynein transport cell count -0.3, Ins promoter up cell count 1340, Hep lipid drop cells 6.5 µM 696, MT stabilizer Hoechst-high % 1.4, MT stabilizer cytotoxicity % 8.4 and Autophagy HCS cell loss 18 h 5.
`OC(c1ccccn1)(c1ccccn1)c1ccccn1` gave WT yeast gro inh 2, Autophagy HCS inactive, b-catenin transl -5.9, XIAP displacement -4.5%, MT stabilizer 0.8, ER stress rescue 2.0%, Dynein transport -0.55, Ins promoter up -2.9, Hep lipid drop -7, WT yeast gro inh mutant strain -14, Dynein transport cytoplasmic EGFP -0.26, Dynein transport nuclear GR-EGFP -0.66, Dynein transport cell count 0.43, Ins promoter up cell count 606, Hep lipid drop cells 6.5 µM 637, b-catenin transl cell count 5 µM 457, MT stabilizer Hoechst-high % 3.9, MT stabilizer cytotoxicity % 8.0 and Autophagy HCS cell loss 18 h 7.
Screening COc1ccc(C2(C)NC(=O)N(Cc3cc(Cl)cc4c3OCOC4)C2=O)cc1OC (stereo not drawn) returned WT yeast gro inh -3, Autophagy HCS inactive, XIAP displacement -2.1%, MT stabilizer 4.4, ER stress rescue 6.5%, Dynein transport -0.58, WT yeast gro inh mutant strain -6, Dynein transport cytoplasmic EGFP -0.33, Dynein transport nuclear GR-EGFP -0.16, Dynein transport cell count 0.0026, MT stabilizer Hoechst-high % 2.6, MT stabilizer cytotoxicity % 6.9 and Autophagy HCS cell loss 18 h 8.
Screening CCOC(=O)c1sc(NC(=O)CC)nc1C returned WT yeast gro inh -15, Autophagy HCS inactive, b-catenin transl 1.3, XIAP displacement -4.6%, MT stabilizer 2.1, ER stress rescue -0.6%, Dynein transport 2, Ins promoter up -1.5, Hep lipid drop 42, WT yeast gro inh mutant strain 14, Dynein transport cytoplasmic EGFP -0.26, Dynein transport nuclear GR-EGFP 1.1, Dynein transport cell count -0.41, Ins promoter up cell count 1204, Hep lipid drop cells 6.5 µM 686, b-catenin transl cell count 5 µM 1037, MT stabilizer Hoechst-high % 2.4, MT stabilizer cytotoxicity % 3.3 and Autophagy HCS cell loss 18 h 11.
Screening CN(C)S(=O)(=O)c1cccc(NC(=O)CN2C(=O)C3C4C=CC(C4)C3C2=O)c1 (stereo not drawn) returned WT yeast gro inh 10, Autophagy HCS inactive, b-catenin transl -1.7, XIAP displacement -5.8%, MT stabilizer 1.5, ER stress rescue -1.4%, Dynein transport 0.37, Ins promoter up 0.12, Hep lipid drop -14, WT yeast gro inh mutant strain 7, Dynein transport cytoplasmic EGFP -0.22, Dynein transport nuclear GR-EGFP 0.27, Dynein transport cell count 0.5, Ins promoter up cell count 1370, Hep lipid drop cells 6.5 µM 610, b-catenin transl cell count 5 µM 974, MT stabilizer Hoechst-high % 1.3, MT stabilizer cytotoxicity % 3.8 and Autophagy HCS cell loss 18 h -2.
Screening CC(=O)N(CN1C(=O)c2ccc([N+](=O)[O-])cc2C1=O)c1ccc(F)cc1 returned WT yeast gro inh 3, Autophagy HCS inactive, b-catenin transl -1.9, XIAP displacement -8.5%, MT stabilizer 1.6, ER stress rescue -0.5%, Ins promoter up 0.71, Hep lipid drop 12, WT yeast gro inh mutant strain 0, Ins promoter up cell count 1807, Hep lipid drop cells 6.5 µM 650, b-catenin transl cell count 5 µM 1014, MT stabilizer Hoechst-high % 1.2, MT stabilizer cytotoxicity % 7.3 and Autophagy HCS cell loss 18 h -1.
Screening O=S(c1ccc2ccccc2c1)c1cnns1 (stereo not drawn) returned WT yeast gro inh -15, Autophagy HCS inactive, b-catenin transl 0.2, XIAP displacement -1.2%, MT stabilizer 2.6, ER stress rescue -7.5%, Dynein transport -0.97, Ins promoter up -0.32, WT yeast gro inh mutant strain -2, Dynein transport cytoplasmic EGFP 1.3, Dynein transport nuclear GR-EGFP -0.31, Dynein transport cell count -0.11, Ins promoter up cell count 997, b-catenin transl cell count 5 µM 1387, MT stabilizer Hoechst-high % 1.6, MT stabilizer cytotoxicity % 7.4 and Autophagy HCS cell loss 18 h 6.
`Cc1cccc(-n2nnnc2SCC(=O)c2cc(C)n(Cc3ccco3)c2C)c1` gave WT yeast gro inh 14, Autophagy HCS inactive, b-catenin transl 0.4, XIAP displacement -4.4%, MT stabilizer 3.8, ER stress rescue -0.6%, Dynein transport -0.45, Ins promoter up 0.21, WT yeast gro inh mutant strain 3, Dynein transport cytoplasmic EGFP -0.28, Dynein transport nuclear GR-EGFP -0.37, Dynein transport cell count 0.68, Ins promoter up cell count 1151, b-catenin transl cell count 5 µM 880, MT stabilizer Hoechst-high % 3.4, MT stabilizer cytotoxicity % 5.2 and Autophagy HCS cell loss 18 h 20.
`COc1ccc(C(=O)Nc2ccc(S(=O)(=O)Nc3ncccn3)cc2)cc1OC` gave WT yeast gro inh 5, Autophagy HCS inactive, b-catenin transl 4.0, XIAP displacement -7.5%, MT stabilizer 1.9, ER stress rescue -1.7%, Dynein transport 1, Hep lipid drop 12, WT yeast gro inh mutant strain 0, Dynein transport cytoplasmic EGFP -0.21, Dynein transport nuclear GR-EGFP 0.14, Dynein transport cell count -0.001, Hep lipid drop cells 6.5 µM 714, b-catenin transl cell count 5 µM 856, MT stabilizer Hoechst-high % 2.8, MT stabilizer cytotoxicity % 7.0 and Autophagy HCS cell loss 18 h -2.
